Screening results from PubChem BioAssay.
D1 agonist: agonists of human D1 dopamine receptor; 1% of 360,000 active; P21728; HEK293 T-REx D1 cells, calcium flux, agonist mode; AID 504660; activation, % at 2 µM; also: 0% is about no effect
Target sequence (P21728 whole entry, looked up): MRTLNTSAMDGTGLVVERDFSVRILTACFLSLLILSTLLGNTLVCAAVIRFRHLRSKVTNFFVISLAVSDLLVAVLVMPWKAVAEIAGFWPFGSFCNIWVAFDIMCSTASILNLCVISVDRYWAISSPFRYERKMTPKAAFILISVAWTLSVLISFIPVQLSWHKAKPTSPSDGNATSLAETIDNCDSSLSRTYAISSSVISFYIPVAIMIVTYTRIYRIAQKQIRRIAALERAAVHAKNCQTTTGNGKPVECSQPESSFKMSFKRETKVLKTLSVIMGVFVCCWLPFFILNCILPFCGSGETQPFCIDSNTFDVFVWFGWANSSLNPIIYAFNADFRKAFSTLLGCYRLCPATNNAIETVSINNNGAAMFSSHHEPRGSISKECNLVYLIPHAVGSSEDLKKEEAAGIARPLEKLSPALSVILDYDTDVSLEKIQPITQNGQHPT
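Inducible HEK293 T-REx D1 cells, force-coupled to calcium signalling, were plated at 4000 cells/well with tetracycline and held overnight at 30 C. After no-wash calcium dye loading, compound-evoked calcium rise over 180 s flagged agonists.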
TRHR ag: agonists of human TRH receptor; P34981; TRHR cells, calcium flux fluo-8, FDSS agonist mode; activation, % at 2 µM; 0.18% of 360,000 active; also: 0% is about no effect
Target sequence (P34981 whole entry, looked up): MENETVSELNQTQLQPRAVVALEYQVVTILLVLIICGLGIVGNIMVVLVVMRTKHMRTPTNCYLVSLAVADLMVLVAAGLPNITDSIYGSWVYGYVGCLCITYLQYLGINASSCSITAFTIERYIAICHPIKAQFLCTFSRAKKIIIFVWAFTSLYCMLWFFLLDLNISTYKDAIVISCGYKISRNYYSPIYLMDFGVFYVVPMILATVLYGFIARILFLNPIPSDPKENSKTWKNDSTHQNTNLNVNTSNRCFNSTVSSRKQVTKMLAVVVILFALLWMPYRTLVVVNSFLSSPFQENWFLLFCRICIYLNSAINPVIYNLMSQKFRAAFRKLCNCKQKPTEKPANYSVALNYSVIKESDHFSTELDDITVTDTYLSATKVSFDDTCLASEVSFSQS
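In this calcium-flux screen, cells bearing human TRHR are dye-loaded with fluo-8, baselined for 10 cycles, then exposed to library compounds; positive kinetic calcium responses during the agonist phase mark hits, with TRH as control.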
D1 antagonist: antagonists of human D1 dopamine receptor; P21728; HEK293 TREx D1 cells, calcium flux, dopamine EC80; hits give low values; activity change, negative = inhibition, % at 10 µM; 3.2% of 360,000 active; in the data active = activity change below about -30%; also: % is scaled to controls: 0 for no effect and ±100 for the full control effect
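Kinetic fluorescence of a calcium dye serves as the read-out. D1-expressing Hek293 Trex cells, induced overnight at 30 C, are exposed to compound for 180 s before an EC80 dopamine addition, then read 180 s further.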
D1 PAM: human D1 dopamine receptor positive modulation; P21728; potentiation, % at 10 µM; 0.036% of 360,000 active; HEK293 TREx D1 cells, calcium flux, dopamine EC20 potentiation; in the data active = potentiation above about 30%; also: 0% is about no effect
D2 antag: antagonists of human D2 dopamine receptor; P14416; HEK293 TREx D2 cells, calcium flux, dopamine EC80; inhibition, % at 10 µM; 2% of 340,000 active; in the data active = inhibition above about 30%; also: 0% is about no effect
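Tetracycline-induced HEK293 TREx cells expressing D2 receptor forced-coupled to calcium signalling, loaded with no-wash calcium dye. Compounds added and calcium flux read 180 s, then dopamine added at EC80 and read a further 180 s.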
TRHR enhancer: allosterically enhances the human TRH receptor. TRHR cells, fluo-8 calcium fluorescence, EC20 TRH enhancement. 0.66% of 360,000 active. P34981. enhancement, % at 2 µM; in the data active = enhancement above about 30%; also: 0% is about no effect
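Enhancer read-out: after compound pinning and an initial kinetic agonist-mode read, an EC20 of TRH (10 nM final) was injected and fluo-8 calcium signal (Ex 480/Em 530) followed at 1 s/cycle for 100 cycles in TRHR-expressing cells.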
D2 agonist: activates the human D2 dopamine receptor | P14416 | HEK293 T-REx D2 cells, calcium flux agonist mode | activation, % at 2 µM | 0.53% of 340,000 active;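 active = activation over 3 SD above normal in the single-dose calcium agonist read, cut at about 30% in these data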; also: 0% is about no effect
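HEK293 Trex D2 cells, tetracycline-induced, o/n 30 C 5% CO2; no-wash Ca dye, RT 30–90 min; 10-cycle baseline, 23 nl cpd added, kinetic Ca read 180 s; agonist hits = positive Ca response.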
RXFP1 antag: RXFP1 (human) relaxin receptor antagonism. Q9HBX9. HEK293-RXFP1, relaxin-stimulated cAMP HTRF, 30 min; hits give low values. activity change, negative = inhibition, % at 57.5 µM. 0.59% of 350,000 active. AID 1259400;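 active = activity change of -60% or lower, but not beyond a set lower limit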; also: % is scaled to controls: 0 for no effect and ±100 for the full control effect
D2 potentiator: positive allosteric modulators of human D2 dopamine receptor; P14416; HEK293 T-REx D2, calcium flux, EC20 dopamine potentiation; potentiation, % at 10 µM; 0.34% of 340,000 active;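 active = potentiation over 3 SD above the plate norm, cut at about 30% in these data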; also: 0% is about no effect
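Potentiation of an EC20 dopamine calcium response is measured in a force-coupled, tetracycline-inducible Hek293 Trex D2 line. Compound-only kinetic reads over 180 s flag agonists before dopamine addition.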
* = called active by the depositor; . = no result given. Rule as the data show it, unless noted: active = activation above about 30%; inactive = the rest. An unsorted share of the library. Share with any hit: about 7.3%.

The line under a structure holds: D1 agonist, TRHR ag, D1 antagonist, D1 PAM, D2 antag, TRHR enhancer, D2 agonist, RXFP1 antag, D2 potentiator
[1] CN(C)S(=O)(=O)c1cccc(NC(=O)CNCc2ccccn2)c1
    2, -0.6, -20, 2, ., 0, 0.3, 4, -3
[2] CN(CCCNC(=O)c1cn(C)c2ccc(S(=O)(=O)N(C)C)cc2c1=O)c1ccccc1
    1, -0.7, -4, 1, 1, 0, 5.2, -16, 13
[3] CCOc1ccc2c(c1)c1nnc(SCC(=O)NC3CC3)nc1n2C
    -1, -0.8, 18, 4, -3, 0, -0.1, -3, .
[4] Cc1ccc(NC(=O)c2cc(N3C(=O)C4CC=CCC4C3=O)ccc2N2CCOCC2)cc1Cl (configuration not stated)
    1, 1.4, 7, 0, -15, 39*, 0.3, -5, 3
[5] Cc1ccc(OCc2ccc(C(=O)NN)o2)c([N+](=O)[O-])c1
    1, 0.0, 10, -2, -4, -5, -0.1, -3, -22
[6] O=C(N/N=C/c1ccccc1OCc1ccccc1)c1cccnc1
    0, -0.5, -4, 1, 2, 2, -0.5, -1, -7
[7] O=C(Nc1ccc(N2CCOCC2)cc1)C1CC(=O)N(c2ccc(Cl)cc2)C1 (configuration not stated)
    -2, 0.3, -1, 0, 9, -3, 1.2, -3, -1
[8] c1csc(CNc2ncnc3ccc(-c4ccc5c(c4)OCCO5)cc23)c1
    4, 0.5, 18, 4, ., 7, ., ., .
[9] Cc1cc2nc(CCN(C(=S)NCC(C)C)C3CCCC3)[nH]c2cc1C
    1, 0.1, -3, -3, 13, -6, 0.5, 4, -13
[10] CCOCC(=O)Nc1cc(C(=O)Nc2ccc(F)cc2)ccc1Cl
    1, -0.4, -29, -7, 1, -6, -0.1, ., -9
[11] O=C(CCN1CCN(c2ccccc2)CC1)NNC(=S)Nc1ccccc1Cl
    1, 0.8, 5, -4, 66*, 1, 54*, -11, -22
[12] COc1ccccc1NS(=O)(=O)c1cc(NC(=O)C(C)C)ccc1N1CCCCC1
    3, -0.1, 8, -5, 13, -3, -2.9, -11, -3
[13] N#C/C(=C/c1ccccc1OCc1ccc(F)cc1)c1ccc(C(=O)O)cc1
    3, -1.4, -25, 0, -26, 1, 0.0, 1, -7
[14] COc1ccccc1N(CC(=O)Nc1cc(C)on1)S(=O)(=O)c1cccc(C(F)(F)F)c1
    3, -0.2, -12, -4, -2, 3, 0.1, 2, 4
[15] CCc1cc(C(=O)c2ccc(Br)cc2)c(NC(=O)CN(CC)CC)s1
    7, 0.3, 4, 7, 8, -6, -0.9, -5, 9
[16] CCOC(=O)c1cc(C)sc1NC(=O)CSc1nccn1C
    6, -0.5, 42, -2, -2, -2, -2.4, -4, 0
[17] CCOC(=O)N1CCC(N2C(=O)c3ccccc3C2Nc2ccccc2C)CC1 (configuration not stated)
    -3, -0.4, -71*, 3, ., 0, ., -1, .
[18] Oc1nc(Nc2ccccc2)sc1/C=C1\C=Nc2ccccc21
    5, -0.2, -5, 2, 7, 1, -0.2, -7, -4
[19] O=C(Nc1cccc(Cl)c1N1CCOCC1)c1ccc2c(c1)OCCO2
    1, 0.7, -10, -2, 13, -3, 3.4, -3, -1
[20] O=C(Nc1ccc(F)c([N+](=O)[O-])c1)C1CC(=O)N(Cc2ccccc2)C1 (configuration not stated)
    2, 0.0, -3, -8, 21, 0, 0.4, -10, -7
[21] Cc1ccc(NC(=O)C2CCCN(C(=O)c3cnn(-c4ccccc4)c3-n3cccc3)C2)cc1 (configuration not stated)
    -2, -1.6, 12, -1, ., 0, 0.4, ., 0
[22] COc1ccc(/C=N/NC(=O)c2ccccc2O)cc1CSc1ccccn1
    0, 0.0, -2, -3, 4, 26, 0.1, -32, 5
[23] CCOc1ccc2nc(N3CCN(C(=O)c4ccc(S(=O)(=O)CC)cc4)CC3)sc2c1
    13, -0.6, ., -3, ., 3, 0.7, -1, 7
[24] CC[C@H](C)[C@H](NC(=O)CNC(=O)COc1cc2c(c3oc(=O)cc(C)c13)CCC(C)(C)O2)C(=O)O
    0, 0.9, -4, -9, -21, 10, 0.3, 6, -14
[25] O=C(CSc1nc(C2CC2)nc2sc3c(c12)CCCC3)NCc1ccco1
    1, -0.6, -2, -4, 8, 0, -0.4, 1, -7
[26] CC(=O)c1cccc(OCC(O)CNCCOc2ccc(C)cc2)c1 (configuration not stated)
    5, 0.0, -13, -8, 42*, 5, 53*, -7, -23
[27] O=C(c1ccc(-c2ccc([N+](=O)[O-])cc2)o1)N1CCCCC1
    1, -0.5, 3, -4, -18, 6, 9.6, -7, 8
[28] Cc1ccc(C(=O)Oc2oc(-c3ccco3)nc2C=Nc2ccc(Cl)cc2)cc1
    14, -0.9, -1, 2, ., -2, ., 0, .
[29] COc1ccc(N(C)C(=S)Nc2ccc3nc(C)c(C)nc3c2)cc1
    2, 1.4, -25, -4, -5, -1, 0.3, 13, 0
[30] CC1(C)CC(NS(=O)(=O)c2ccc(C(C)(C)C)cc2)CC(C)(C)N1
    5, 0.7, 2, -3, -6, 0, -0.6, -7, -7
[31] O=C(COC(=O)c1ccccc1NC(=O)c1ccco1)NCC1CCCCC1
    -1, -1.8, 1, -3, 1, 0, -1.0, 0, -4
[32] CC(NC(=O)COc1ccc(/C=N/NC(=O)C(=O)Nc2ccccc2Br)cc1)c1ccccc1 (configuration not stated)
    6, -0.3, -4, 1, -20, 1, -0.2, -15, 8
[33] CC(C)C(=O)Nc1nnc(SCC(=O)Nc2ccc3c(c2)OCO3)s1
    12, -0.5, -41*, -6, 4, 2, -1.0, ., 14
[34] COc1cc(OC)c(NC(=O)CNC(=O)Cn2ccc3ccccc3c2=O)cc1Cl
    0, -0.7, -1, -5, 10, 0, 0.0, -5, -13
[35] CCC(=O)Nc1cc(C(=O)OCC(=O)c2ccccc2)ccc1C
    2, 0.4, -25, -3, -2, 3, 2.5, -3, -1
[36] NS(=O)(=O)c1ccc(NC(=S)Nc2cc(Cl)c(Cl)cc2Cl)cc1
    3, 0.1, -1, -4, 0, 3, -1.1, 1, 5
[37] CCn1nc(C)c(Br)c1-c1nc(-c2cccc(C)c2)no1
    1, -0.5, 2, 5, -6, -1, -0.5, -10, 13
[38] COc1ccc2nc(NC(=O)CC3Oc4ccccc4NC3=O)sc2c1 (configuration not stated)
    4, 0.9, -9, 0, -5, 3, 0.3, -10, 5
[39] c1ccc2sc(NCC3CCCO3)nc2c1 (configuration not stated)
    -4, 0.1, -17, 2, -12, 4, 0.4, 0, -1
[40] COc1cccc(NC(=O)CN(C)C(=O)c2ccc(S(=O)(=O)Nc3ccccc3C)cc2)c1
    1, 0.5, 1, -2, -8, 11, -0.8, -4, 6
[41] Cc1ccc(-c2nc3ccccc3o2)cc1NC(=O)c1cccc2c(Cl)cccc12
    -1, -0.1, 6, -3, ., -2, -0.1, -18, 0
[42] CCOC(=O)C1CCCN(Cc2cc(Br)ccc2OC)C1 (configuration not stated)
    2, 0.0, 4, -1, 13, 4, -0.7, -7, -24
[43] CC(C)c1ccc(/C=C/C(=O)CCC(=O)O)cc1
    5, 0.3, -21, -5, -3, -7, 0.8, 1, -3
[44] CC(C)[C@H](NC(=O)C1CCN(S(=O)(=O)c2ccc(F)cc2)CC1)C(=O)N1CCCC1
    0, -0.4, -5, 2, -5, -1, 0.2, 3, -3
[45] COc1cccc(Cn2c(C)c(CNC3CCCCC3)c(C(=O)O)c2C)c1
    6, 0.8, -2, 1, ., -6, -0.4, -1, .
[46] CCOc1ccc(NC(=O)CSC2=Nc3ccccc3C3=NC(CCC(=O)NCc4ccccc4)C(=O)N23)cc1 (configuration not stated)
    -1, 0.0, 3, -1, ., -1, 1.3, -4, 3
[47] O=S(=O)(c1cnc(Cl)c(Cl)c1)N1CCc2ccccc21
    5, 0.7, -12, -2, -2, -4, -0.8, -4, 5
[48] COc1ccc(S(=O)(=O)N2CCCCC2)cc1NC(=O)CN(Cc1ccco1)Cc1ccco1
    3, 0.5, 6, 6, 8, -6, -0.1, -6, 14
[49] COc1cccc(C(=O)NCCc2sc(-c3cccc(C)c3)nc2C)c1
    -1, -0.8, -9, -5, ., -3, 0.9, ., -8
[50] Cc1ccc(SCCC(=O)N(C)CC(=O)Nc2c(C)cccc2C)cc1
    2, 0.7, -19, -8, -5, -3, -0.1, -1, -26
[51] Cc1sc2ncn(CC(=O)N3CCCCC3)c(=O)c2c1S(=O)(=O)N1CCC(C)CC1
    3, 0.1, 6, -4, -6, -3, 0.7, 2, 6
[52] COc1ccc(C(=O)NCCc2ccc(S(N)(=O)=O)cc2)cc1OC
    2, -0.1, -31*, -9, 14, 1, -1.1, 17, 4
[53] CC(C)c1nnc(NC(=O)CCC(=O)NCCc2ccccc2)s1
    1, -0.2, 5, 1, 3, 5, -0.2, -7, 3
[54] O=C(NCCc1ccc(F)cc1)c1ccc([N+](=O)[O-])cc1
    4, -0.1, -1, -8, 4, -3, -0.5, -18, 25
[55] Cc1cc(N2CCCCC2)nc2ccc(NC(=O)CCC(=O)N3CCN(c4cccc(Cl)c4)CC3)cc12
    7, 1.0, -8, -1, ., 3, 0.5, -20, -7

An excerpt from above in order of molecular weight, falling.
The line under a structure holds: D1 agonist, TRHR ag, D1 antagonist, D1 PAM, D2 antag, TRHR enhancer, D2 agonist, RXFP1 antag, D2 potentiator
[48] COc1ccc(S(=O)(=O)N2CCCCC2)cc1NC(=O)CN(Cc1ccco1)Cc1ccco1
    3, 0.5, 6, 6, 8, -6, -0.1, -6, 14
[51] Cc1sc2ncn(CC(=O)N3CCCCC3)c(=O)c2c1S(=O)(=O)N1CCC(C)CC1
    3, 0.1, 6, -4, -6, -3, 0.7, 2, 6
[33] CC(C)C(=O)Nc1nnc(SCC(=O)Nc2ccc3c(c2)OCO3)s1
    12, -0.5, -41*, -6, 4, 2, -1.0, ., 14
[38] COc1ccc2nc(NC(=O)CC3Oc4ccccc4NC3=O)sc2c1 (configuration not stated)
    4, 0.9, -9, 0, -5, 3, 0.3, -10, 5
[49] COc1cccc(C(=O)NCCc2sc(-c3cccc(C)c3)nc2C)c1
    -1, -0.8, -9, -5, ., -3, 0.9, ., -8

Part of the list above, field by field:
[31] O=C(COC(=O)c1ccccc1NC(=O)c1ccco1)NCC1CCCCC1
  D1 agonist: -1 | TRHR ag: -1.8 | D1 antagonist: 1 | D1 PAM: -3 | D2 antag: 1 | TRHR enhancer: 0 | D2 agonist: -1.0 | RXFP1 antag: 0 | D2 potentiator: -4

[32] CC(NC(=O)COc1ccc(/C=N/NC(=O)C(=O)Nc2ccccc2Br)cc1)c1ccccc1 (configuration not stated)
  D1 agonist: 6 | TRHR ag: -0.3 | D1 antagonist: -4 | D1 PAM: 1 | D2 antag: -20 | TRHR enhancer: 1 | D2 agonist: -0.2 | RXFP1 antag: -15 | D2 potentiator: 8
